DTT redox prof: compounds producing H2O2 with reducing agent – biochemical, NIH compound library profiling, artefact control for MLSCN library redox annotation, primary screen; activation, % at 10 µM; 0.03% of 200,000 active; DTT-dependent redox cycling H2O2, phenol red/HRP absorbance; 100% = 100 µM peroxide control, 0% = buffer;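 active means activation of at least 50% relative to the plate's high and low controls in the primary single-dose screen; inactive means activation below 50%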;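 further: compound incubated with DTT at 0.8 mM final as the reducing agent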
G6PDH CS: L. mesenteroides G6PDH inhibitors, counter-screen for G6PDH-coupled screening assays, biochemical, Leuconostoc mesenteroides enzyme; inhibition, % at 5 µM; Purified L. mesenteroides G6PDH, diaphorase/resazurin coupled fluorescence, 45 min; 0.12% of 200,000 active; AID 1020, 2008; glucose-6-phosphate dehydrogenase [Leuconostoc mesenteroides]; in the data active means inhibition above about 50%
NF-kB neuron act: activators of NF-kB expression in neurons, primary screen, cell-based, HTS; AID 1239, 2008; fold change at 12.5 µM; human neuronal cells, NF-kB reporter expression; hits give high values; 1.6% of 190,000 active; in the data active means fold change above about 3.3
APP transl inh: inhibitors of APP translation via 5'UTR reporter, primary screen, APP 5'UTR luciferase, SH-SY5Y cells. SH-SY5Y APP 5'UTR-luciferase reporter, luminescence. 0.82% of 190,000 active. AID 1285, 2008. inhibition, % at 2 µM;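 active means inhibition above a set limit, derived from the sample mean plus 3 SD, cut at about 45% in these data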; further: values of inactives mirror those of a sister screen read the other way
FLuc inhib CS: firefly luciferase enzyme inhibitors, primary screen, artefact control for luciferase-based inhibitor screens, biochemical, luminescence, ATPLite; Luciferin 4-monooxygenase (Photinus pyralis), P08659; AID 1006, 2008; 1.5% of 200,000 active; 10 min; inhibition, % at 10 µM;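 active means inhibition above about 50% when tested at 10 µM, limit read from the data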
Target sequence (P08659 whole entry, looked up): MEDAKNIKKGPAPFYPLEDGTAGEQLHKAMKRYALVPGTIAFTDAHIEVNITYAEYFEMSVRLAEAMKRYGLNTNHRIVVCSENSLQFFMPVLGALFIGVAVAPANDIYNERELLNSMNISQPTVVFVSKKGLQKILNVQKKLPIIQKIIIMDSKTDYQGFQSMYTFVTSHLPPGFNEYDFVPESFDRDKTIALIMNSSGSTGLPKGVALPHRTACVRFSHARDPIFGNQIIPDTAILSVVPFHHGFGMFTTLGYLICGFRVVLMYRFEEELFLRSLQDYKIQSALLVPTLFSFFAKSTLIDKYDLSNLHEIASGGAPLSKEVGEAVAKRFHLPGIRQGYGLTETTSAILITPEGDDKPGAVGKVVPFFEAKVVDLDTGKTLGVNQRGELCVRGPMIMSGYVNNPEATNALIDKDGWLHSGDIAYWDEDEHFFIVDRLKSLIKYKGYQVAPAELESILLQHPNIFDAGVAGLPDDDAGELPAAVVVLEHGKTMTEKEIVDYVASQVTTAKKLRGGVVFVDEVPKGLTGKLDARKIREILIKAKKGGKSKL
FLuc act counter: FLuc activators, initial screening, artefact control for FLuc-dependent activation tests, biochemical, ATPlite luminescence. Luciferin 4-monooxygenase (Photinus pyralis), P08659. 200,000 tested, under 10 active. activation factor at 10 µM. ATPlite luciferase biochemical, 10 min; 0 = ATP-free wells, 1 = DMSO control;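 active means luciferase activation factor, scaled between plate controls, of at least 2 with compound at 10 µM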
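Material: Luciferase/luciferin reagent mix | Doses: Test compounds dosed from 2 mM stocks in 100% DMSO | Timing: 10 min incubation after luciferase reagent addition, room temperature | Measured by: Luminescence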
APP 5'UTR act: activators of APP 5'UTR luciferase reporter, primary screen, SH-SY5Y cells. activation, % at 2 µM. SH-SY5Y APP 5'UTR luciferase reporter, luminescence; zero percent = DMSO vehicle wells. 1% of 190,000 active;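 active means activation above a set limit, based on mean plus 3 SD of controls, cut at about 140% in these data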; further: values of inactives mirror those of a sister screen read the other way
STAT1 activator: STAT1 signaling activators, primary screen, cell-based, HTS, luciferase reporter | NIH 3T3 STAT1-luciferase reporter, IFN-gamma, luminescence; 100% = IFN-gamma alone, no compound | activation (% of control), % at 5.5 µM | 2.6% of 200,000 active;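 active means activation above the screen-wide mean activation plus 3 SD, cut at about 130% in these data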;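 further: raw ratio to IFN-gamma control signal so 100% means no change and 0% no light; values of inactives mirror those of a sister screen read the other way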
Hsp70 activator: Hsp70 transcriptional activators, primary screen, cell-based, HeLa, Hsp70 promoter luciferase, luminescence, 10 µM; AID 1203, 2008; 0.04% of 200,000 active; HeLa Hsp70 promoter luciferase reporter; scaled: vehicle 0, proteasome-inhibitor control 100%; activation, % at 10 µM;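 active means activation above the mean across all tested compounds plus 3 SD, cutoff set per campaign, cut at about 5.5% in these data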;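 further: 100% = MG132 at 30 µM as the positive control and 0% = DMSO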
Efa HMGR inh: inhibitors of E. faecalis class II HMGR, primary screen, biochemical, Enterococcus faecalis. purified E. faecalis HMGR, NADPH absorbance 340 nm kinetic. inhibition, % at 10 µM. 0.41% of 190,000 active. AID 1066, 2008;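 active means inhibition above a set limit, the median over all tested compounds plus 3 SD, cut at about 9.5% in these data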;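 further: enzyme runs in reverse so mevalonate oxidation gives rising NADPH absorbance; 0% = complete reaction with DMSO and 100% = background rate lacking mevalonate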
Starred values were filed as active, the others as inactive; / = not tested or not shown.

Start of the listing, in advance:
item	canonical_smiles	STAT1 activator	DTT redox prof	FLuc act counter	Efa HMGR inh	Hsp70 activator	APP transl inh	NF-kB neuron act	APP 5'UTR act	G6PDH CS	FLuc inhib CS
1	O=C(O)CCCn1cc(NC(=O)c2ccco2)cn1	98	-0.3	1.1	-1	-0.1	7	0.84	-7	7	-6
2	CCCC(=O)NC(=S)c1c(C)n(C)n(-c2ccccc2)c1=O	69	0.4	1	5	0.2	1	0.99	-1	2	-4

All compounds of this part, previewed entries included:
item	canonical_smiles	STAT1 activator	DTT redox prof	FLuc act counter	Efa HMGR inh	Hsp70 activator	APP transl inh	NF-kB neuron act	APP 5'UTR act	G6PDH CS	FLuc inhib CS
1	O=C(O)CCCn1cc(NC(=O)c2ccco2)cn1	98	-0.3	1.1	-1	-0.1	7	0.84	-7	7	-6
2	CCCC(=O)NC(=S)c1c(C)n(C)n(-c2ccccc2)c1=O	69	0.4	1	5	0.2	1	0.99	-1	2	-4
3	O=C(CCc1nc2ccccc2s1)OCc1ccccc1F	102	0.5	1.1	2	-0.1	1	1.3	-1	-5	-6
4	Cc1cccc(NC(=O)COc2ccc(Br)cc2)n1	106	-1.2	0.8	-11	-0.1	-36	1.3	36	4	16
5	COc1cc(OC)cc(C(=O)NCc2ccc(-n3cccc3)cc2)c1	104	0.1	1	-2	-0.4	5	1.2	-5	4	0
6	O=C(CSc1nccc(=O)[nH]1)Nc1ccc(S(=O)(=O)N2CCOCC2)cc1	92	-0.1	1.1	0	-0.5	3	1	-3	5	-5
7	COC(=O)c1c(=O)n(O)c2ccc(OC)cc2[n+]1[O-]	103	0.3	1	-6	-0.1	-12	1	12	9	0
8	Fc1cc(F)c(F)c(SCCc2ccncc2)c1F	93	-0.2	1	-2	-0.5	22	1	-22	24	-5
9	CN1CCN(CC#CCC2(O)c3ccccc3-c3ccccc32)CC1	100	-0.8	1.1	-8	0.8	-6	1	6	4	-6
10	COc1cc(C)nc(N2CCCC(C(=O)Nc3cccc(Cl)c3Cl)C2)n1 (stereo unspecified)	102	2.1	1	0	-0.4	11	1.1	-11	-26	-2
11	O=CN1CCN(C(C(=O)NC2CCCCC2)c2cc3c(cc2[N+](=O)[O-])OCO3)CC1 (stereo unspecified)	108	-1.2	1	-3	-0.3	-11	0.92	11	1	3
12	CCOc1ccc(NC(=O)CN2CCN(CC(=O)Nc3ccc(F)cc3)CC2)cc1	96	-0.1	1.1	-5	-0.3	-1	1.1	1	6	-8
13	CC(C)(C)c1ccc(S(=O)(=O)NC(Cc2ccccc2)C(=O)O)cc1 (stereo unspecified)	101	0.0	1	-4	-0.3	7	0.87	-7	8	-1
14	O=C(c1cc(N2C(=O)C3C4CCC(C4)C3C2=O)ccc1Cl)N1CCN(c2ccccc2F)CC1 (stereo unspecified)	104	0.4	1	0	-0.2	-10	1.1	10	-8	-4
15	Cc1ccc(C(=O)N/C(=C\c2cccs2)C(=O)NCc2cccnc2)cc1	104	-0.1	1	4	0.0	19	1	-19	10	-3
16	CCOC(=O)c1sc(NC(=O)CSc2n[nH]c(-c3ccc(Cl)cc3Cl)n2)c(C#N)c1C	95	1.2	1	1	-0.2	9	0.92	-9	10	0
17	OC1CCCN(CC(O)c2ccccc2)C1 (stereo unspecified)	102	-0.5	1	2	-0.4	-8	0.88	9	-3	-4
18	C#Cc1ccc([C@@H]2C=C(C(=O)Nc3ccccc3)O[C@H](OCC)[C@H]2CCCO)cc1	97	0.5	1	1	-0.1	-11	0.76	11	8	1
19	CN(C)C(=O)Cn1cnc2c(cnn2-c2ccccc2Cl)c1=O	103	3.0	1.1	-4	-0.2	-3	1.1	3	6	-7
20	Cc1cccc(NC(=O)/C(C#N)=C\c2cn(CC(=O)O)c3ccccc23)c1	98	-0.6	1	-1	0.0	4	0.99	-4	11	1
21	CCOC(Cn1cc(C)c(=O)[nH]c1=O)OCC	98	-0.3	1	-1	0.0	16	1.1	-16	4	-5
22	O=C(NC(=S)Nc1ccc(Cl)cn1)C12CC3CC(CC(C3)C1)C2	122	-0.4	0.8	1	-0.2	-45	1.3	45	-2	23
23	CCOC(=O)c1c(-c2cccc([N+](=O)[O-])c2)csc1NC(=O)CCCOc1ccccc1	103	1.0	1	-6	-0.3	-11	0.88	11	-11	0
24	CCOC(=O)Cc1nc(-c2cccc(C(F)(F)F)c2)no1	101	-2.2	1	-7	-0.1	-37	1	37	-3	-5
25	O=C(CSc1nc2ccccc2c(=O)[nH]1)N1CCCCC1	107	-0.9	1	-3	0.1	-8	1.5	8	-2	-3
26	COc1cc(CN(C)CCc2ccccc2)ccc1OCc1ccccc1	99	-5.1	1	1	0.1	4	1.1	-4	-2	0
27	FC(F)(F)COc1nc(N2CCOCC2)nc(N(c2ccccc2)c2ccccc2)n1	93	-0.4	1.1	0	0.1	-6	1.1	6	2	-8
28	Cc1ccc2ccc(C(Nc3cccc(C(F)(F)F)c3)c3cccnc3)c(O)c2n1 (stereo unspecified)	99	-1.7	1.1	0	0.1	-4	1.2	4	12	-9
29	O=C1CCOc2cc(OCc3ccccc3)ccc21	134*	-1.3	0.7	-5	0.2	-118	6.3*	118	15	34
30	Cc1csc(SCC(=O)NC(=O)Cc2ccccc2)n1	106	0.5	1	-6	-0.3	-5	0.96	5	-6	4

Some of these compounds in order of length of the SMILES, high to low:
item	canonical_smiles	STAT1 activator	DTT redox prof	FLuc act counter	Efa HMGR inh	Hsp70 activator	APP transl inh	NF-kB neuron act	APP 5'UTR act	G6PDH CS	FLuc inhib CS
20	Cc1cccc(NC(=O)/C(C#N)=C\c2cn(CC(=O)O)c3ccccc23)c1	98	-0.6	1	-1	0.0	4	0.99	-4	11	1
25	O=C(CSc1nc2ccccc2c(=O)[nH]1)N1CCCCC1	107	-0.9	1	-3	0.1	-8	1.5	8	-2	-3
17	OC1CCCN(CC(O)c2ccccc2)C1 (stereo unspecified)	102	-0.5	1	2	-0.4	-8	0.88	9	-3	-4

The listing continues:
item	canonical_smiles	STAT1 activator	DTT redox prof	FLuc act counter	Efa HMGR inh	Hsp70 activator	APP transl inh	NF-kB neuron act	APP 5'UTR act	G6PDH CS	FLuc inhib CS
31	O=[N+]([O-])c1ccc(Cl)c2c1C1C=CCC1C(c1ccccn1)N2 (stereo unspecified)	90	0.8	1	2	-0.6	-33	1.1	33	6	-4
32	O=C(Cc1ccc(Br)c2ccccc12)N/N=C/c1ccccn1	78	-0.2	1.1	-8	-0.3	6	0.72	-6	-4	-6
33	S=C(Nc1ccc(Cl)cc1Cl)N1CCCCC1	103	/	0.9	4	0.7	-11	1.4	11	6	6
34	Cc1cc(CN(C)C)c(O)c(C2(C)CCCCC2)c1	100	2.1	1.1	-5	0.3	-2	1.2	2	-4	-8
35	C=CCNC(=S)Nc1cccc(N)c1	105	-0.6	1.1	-3	1.3	-10	1.3	10	17	-5
36	CCOc1ccc(Br)cc1S(=O)(=O)Nc1ccc(NC(=O)c2ccccc2C)cc1	98	-0.3	1	-5	0.5	-20	1	20	2	-3
37	Cc1cccc(C)c1NC(=O)c1ccc([N+](=O)[O-])s1	98	0.5	1	0	-0.1	-8	1.2	7	2	-2
38	CC(C)CCN1CCC(N)=NC1=O	94	-0.8	1	-1	-0.3	-21	1.1	21	4	-4
39	COc1cccc(OC)c1C(=O)N1CCN(Cc2ccccc2C(F)(F)F)CC1	102	1.7	1	-3	-0.2	-4	0.74	3	10	-1
40	Cc1ccc(NC(=O)C2CCN(S(=O)(=O)c3cccc4cccnc34)CC2)nc1	95	0.7	1.1	2	-0.1	-3	0.5	3	6	-9
41	COC(=O)C1=CN(C)C=C(C(=O)OC)C1c1ccc(Cl)cc1Cl	102	-0.2	1.1	2	-0.2	-78	0.96	78	2	-6
42	CCc1ccccc1NC(=O)CSc1nc2c(c(-c3ccco3)c1C#N)CCCC2	102	3.7	1.1	-4	-0.3	-5	1.1	5	12	-6
43	CC(NC(=O)C1CCCO1)c1ccccc1 (stereo unspecified)	103	0.0	1	2	0.1	6	1.2	-5	6	-1
44	CCCc1nc(SCC(=O)Nc2ccc(N3CCOCC3)cc2)c2ccccc2n1	79	0.9	1.1	-3	-0.2	-10	1.2	10	0	-7
45	CC1CCN(c2ccc(C=O)o2)CC1	102	-0.4	0.9	-2	0.4	-13	1.5	13	6	11
46	CCn1c(O)c(N=NC(=O)CNC(=O)/C=C/c2ccco2)c2ccccc21	96	1.1	1	-2	0.3	-3	2.2	3	-3	-1
47	COc1ccc(NC(=O)C(NC(C)=O)C(=O)NCc2ccccc2)cc1 (stereo unspecified)	103	4.1	1	-2	-0.1	-6	1.1	6	2	-4
48	COc1cc(/C=C/CO)cc(OC)c1O[C@@H]1O[C@H](CO)[C@@H](O)[C@H](O)[C@H]1O	92	0.3	1	1	-0.3	2	1	-2	17	-4
49	Cn1ncc(Cl)c1C(=O)Nc1cccc(Cl)c1	101	0.9	1	-6	-0.1	-18	1.2	18	16	-2
50	CCOc1ccc(NC(=O)c2ccc(N)cc2)cc1	107	0.0	0.3	-1	-0.4	-19	1.2	19	-2	71*
51	COc1ccc([N+](=O)[O-])cc1NC(=S)NC(NC(=O)C(c1ccccc1)c1ccccc1)C(Cl)(Cl)Cl (stereo unspecified)	92	0.3	1	3	-0.1	-16	0.75	16	-1	-1
52	Cc1ccc(-n2c(Cc3cccn3C)nnc2SCC(=O)Nc2nnc(C)s2)cc1	98	-1.0	1	-3	-0.3	6	1	-6	-8	-2
53	COc1cc2[nH]c3c(=O)n(CCN4CCCCC4)cnc3c2cc1OC	101	-1.9	1.1	-4	-0.5	17	0.9	-17	4	-6
54	CC(=O)c1sc(N2CCOCC2)nc1-c1ccccc1	87	-0.4	1.1	-10	-0.2	16	1	-16	10	-8

Assay outcomes from PubChem BioAssay.
